High-throughput results from PubChem.
CRFR2-BP antag: blocks CRF-induced signaling of the CRF-BP/CRF-R2 complex; actives 0.59% (n = 350,000); AID 588475; inhibition, % at 11.8 µM; HEK293 CRF-R2/CRF-BP, CRF-induced calcium fluorescence;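 active = inhibition of the ligand-induced calcium signal above about 50% at the single tested concentration, limit read from the data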
CHRM4 PAM: positive allosteric modulators of human muscarinic M4 receptor; CHO-K1 hM4/Gqi5, Fluo-8 calcium fluorescence, ACh EC20; 0% = ACh EC20, 100% = maximal ACh; activation, % at 3 µM; actives 0.4% (n = 360,000); P08173;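 active = activation above its plate's cutoff, the mean activation of sample wells plus 3 SD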; note: some results filed as inactive read as strong as hits
Target sequence (P08173 whole entry, looked up): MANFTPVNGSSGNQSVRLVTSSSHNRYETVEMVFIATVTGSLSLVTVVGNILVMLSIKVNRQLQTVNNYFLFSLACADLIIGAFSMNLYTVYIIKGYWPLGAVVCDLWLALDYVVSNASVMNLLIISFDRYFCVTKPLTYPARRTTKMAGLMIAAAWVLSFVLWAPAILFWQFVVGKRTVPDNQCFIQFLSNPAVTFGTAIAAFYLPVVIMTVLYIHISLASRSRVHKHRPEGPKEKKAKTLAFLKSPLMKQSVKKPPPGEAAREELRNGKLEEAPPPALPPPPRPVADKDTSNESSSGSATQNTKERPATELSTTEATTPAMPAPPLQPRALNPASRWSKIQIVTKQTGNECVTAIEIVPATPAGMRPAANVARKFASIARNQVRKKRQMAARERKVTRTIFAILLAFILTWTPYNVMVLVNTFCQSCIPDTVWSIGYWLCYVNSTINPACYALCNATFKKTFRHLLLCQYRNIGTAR
TAAR1 agonist: human TAAR1 agonism; CHO RD-HGA16 TAAR1, Fluo-8 calcium fluorescence; vehicle wells 0%, saturating PEA agonist 100%; activation, % at 3 µM; actives 0.99% (n = 360,000); AID 624467;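 active = activation above the mean activation of all test compounds in the run plus 3 SD, cut at about 38% in these data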
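System: CHO RD-HGA16 cells carrying human TAAR1 plus Gα16; Incubation: 17-24 h seeding, 75 min 37 °C dye, 30 min RT; Measured by: Fluo-8 fluorescence, 5 s baseline then 140 s kinetic read; Control set: DMSO and PEA EC100; Replication: single well for each compound.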
CHRM5 antagonist: CHRM5 antagonism in calcium assay; inhibition, % at 3 µM; actives 0.59% (n = 360,000); CHO-hM5 cells, Fluo-8 calcium fluorescence, ACh EC80;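 active = inhibition above a per-plate cutoff, the mean of that plate's test compounds plus 3 SD, cut at about 27% in these data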;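 note: 0% = acetylcholine EC80 with DMSO and 100% = DMSO without agonist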
Target sequence (P08912 whole entry, looked up): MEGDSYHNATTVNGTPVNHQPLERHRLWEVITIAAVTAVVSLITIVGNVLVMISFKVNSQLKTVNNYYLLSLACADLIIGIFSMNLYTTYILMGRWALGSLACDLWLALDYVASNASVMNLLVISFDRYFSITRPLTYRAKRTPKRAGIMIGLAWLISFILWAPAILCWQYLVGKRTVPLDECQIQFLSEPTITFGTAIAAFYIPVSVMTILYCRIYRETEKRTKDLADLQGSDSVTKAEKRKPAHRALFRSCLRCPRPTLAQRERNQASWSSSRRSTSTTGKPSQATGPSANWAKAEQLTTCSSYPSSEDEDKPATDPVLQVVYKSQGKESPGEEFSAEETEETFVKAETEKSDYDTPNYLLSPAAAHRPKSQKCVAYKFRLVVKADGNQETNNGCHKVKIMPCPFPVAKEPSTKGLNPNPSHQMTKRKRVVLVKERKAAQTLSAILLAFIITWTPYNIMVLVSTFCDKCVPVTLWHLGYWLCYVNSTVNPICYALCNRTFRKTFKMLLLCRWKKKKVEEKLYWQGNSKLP
CRFBP-R2 agonist: agonists of human CRF-binding protein/CRF-R2 receptor complex | HEK293 CRF-R2/CRF-BP, calcium dye fluorescence (FLIPR); percent of saturating CRF peptide response | activation, % at 13.2 µM | actives 0.46% (n = 350,000) | AID 588473;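 active = activation of at least 50%, plus an integration ratio under a set limit after plate pattern correction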;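 note: plate controls were neutral control wells without compound for no effect and CRF at EC100 for full effect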
M1 PAM parental: nonselective activator or artifact in parental CHO-K1 calcium assay | ATP EC20, Fluo-8 calcium fluorescence; 0% at ATP EC20, 100% at ATP max | activation, % at 3 µM | actives 0.02% (n = 360,000) | AID 602247;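 active = activation above the run cutoff, the mean activation of all test compounds plus 3 SD, cut at about 40% in these data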;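 note: peak over basal fluorescence ratio in a 140 s read after ATP addition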
CHRM5 PAM: potentiates acetylcholine response at human M5 receptor. P08912. CHO-K1 hM5, Fluo-8 calcium, ACh EC20 PAM; 0% = ACh EC20, 100% = ACh EC100. activation, % at 3 µM. actives 0.3% (n = 360,000);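 active = activation above the run cutoff, the mean activation of all test compounds plus 3 SD, cut at about 18% in these data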
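Assay system – human M5 receptor in CHO-K1 cells · Read-out – % activation, ACh-normalized · Technique – Fluo-8 calcium fluorescence · Dosing – single-point, 3 µM nominal · Incubation – Fluo-8 loading 80 min at 37 °C plus 30 min room temperature · Repeats – singlicate, one well per test compound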
M5 ag: agonists of human muscarinic M5 receptor (CHRM5). P08912. CHO-K1 hM5 cells, Fluo-8 calcium fluorescence; 0% DMSO wells, 100% maximal acetylcholine response. activation, % at 3 µM. actives 0.19% (n = 360,000). AID 624037;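 active = activation above the run's mean over test compounds plus 3 SD, cut at about 23% in these data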;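 note: signal is peak over basal fluorescence ratio across the kinetic read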
TAAR1 antagonist: antagonists of human TAAR1; Q96RJ0; CHO RD-HGA16 TAAR1, Fluo-8 calcium fluorescence, antagonist; inhibition, % at 3 µM; actives 1.5% (n = 360,000);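 active = inhibition above a per-plate cutoff, the mean inhibition of test compounds on that plate plus 3 SD, cut at about 49% in these data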;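 note: 0% = DMSO plus EC80 beta-PEA response and 100% = DMSO alone without agonist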
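Test system: RD-HGA16 CHO cells with stable hTAAR1 and Gα16 / Probe or stimulus: EC80 β-phenethylamine stimulus / Times: seeding 17-24 h prior, 75-min 37 °C, 30-min RT dye loading / Detection: Fluo-8 calcium-sensitive fluorescence / Read-out basis: % inhibition scaled between DMSO and EC80 PEA controls / Repeats: singlicate, one well per test compound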
* marks the source's active call; other numbers are inactive results; x = no result given.

SMILES	CRFR2-BP antag	CHRM4 PAM	TAAR1 agonist	CHRM5 antagonist	CRFBP-R2 agonist	M1 PAM parental	CHRM5 PAM	M5 ag	TAAR1 antagonist
O=C(Nc1ccc(Cl)cc1)N1CCN(C(=O)C2CCCO2)CC1 (centres undefined)	0	12	0	6	-0.2	0	-2	-2	2
O=C(Cc1ccc(Br)cc1)N1CCN(c2ccccn2)CC1	4	4	0	-1	-2.5	19	-3	2	4
CNC(=S)N1N=C(c2ccc(Br)cc2)CC1c1ccc(N(C)C)cc1 (centres undefined)	-3	-2	7	2	1.8	15	2	-2	-1
COCCN(C(=O)/C=C/c1ccccc1)c1nnc(-c2cccnc2)s1	-4	8	2	-2	-4.7	-20	0	0	8
COc1ccccc1C(c1nnnn1CCc1ccccc1)N1CCN(c2ccccc2)CC1 (centres undefined)	15	2	5	5	0.2	13	-3	-3	12
COc1ccc(S(=O)(=O)N(CC(C)C)CC(C)C)c2cccnc12	14	3	-3	2	0.4	0	-1	-1	-21
CC(C)COC(=O)CCNc1n[nH]c(=O)[nH]c1=O	1	-1	4	1	0.7	8	4	-4	2
CCCCn1nc(C(=O)NCc2ccccc2CN2CCCC2)c2ccccc2c1=O	-7	-5	-1	-2	1.9	14	5	-7	-20
CC1CCN(C(=O)Cn2cnc3c2c(=O)n(C)c(=O)n3C)c2ccccc2S1 (centres undefined)	-34	11	0	5	0.1	12	-2	-4	-18
NNC(=O)C1CC1c1ccc(Cl)cc1 (centres undefined)	4	2	3	10	-1.3	8	-6	-2	-6
CCC(=O)Nc1cccc(C(=O)OCC(=O)c2ccccc2Cl)c1	-1	-3	5	1	-4.5	12	-6	2	6
CCC(C)C(NC(C)=O)C(=O)NC(=O)NC(c1ccccc1)c1ccccc1 (centres undefined)	-10	4	10	-1	-1.6	2	-1	2	11

A different layout for five compounds above.
| mol | CRFR2-BP antag | CHRM4 PAM | TAAR1 agonist | CHRM5 antagonist | CRFBP-R2 agonist | M1 PAM parental | CHRM5 PAM | M5 ag | TAAR1 antagonist |
| --- | --- | --- | --- | --- | --- | --- | --- | --- | --- |
| CC(C)COC(=O)CCNc1n[nH]c(=O)[nH]c1=O | 1 | -1 | 4 | 1 | 0.7 | 8 | 4 | -4 | 2 |
| CCCCn1nc(C(=O)NCc2ccccc2CN2CCCC2)c2ccccc2c1=O | -7 | -5 | -1 | -2 | 1.9 | 14 | 5 | -7 | -20 |
| CC1CCN(C(=O)Cn2cnc3c2c(=O)n(C)c(=O)n3C)c2ccccc2S1 (centres undefined) | -34 | 11 | 0 | 5 | 0.1 | 12 | -2 | -4 | -18 |
| NNC(=O)C1CC1c1ccc(Cl)cc1 (centres undefined) | 4 | 2 | 3 | 10 | -1.3 | 8 | -6 | -2 | -6 |
| CCC(=O)Nc1cccc(C(=O)OCC(=O)c2ccccc2Cl)c1 | -1 | -3 | 5 | 1 | -4.5 | 12 | -6 | 2 | 6 |

Further records follow.
SMILES	CRFR2-BP antag	CHRM4 PAM	TAAR1 agonist	CHRM5 antagonist	CRFBP-R2 agonist	M1 PAM parental	CHRM5 PAM	M5 ag	TAAR1 antagonist
CCOC(=O)c1[nH]c2c(c1C)C(=O)CC(c1ccco1)C2 (centres undefined)	0	5	2	1	-4.8	8	-3	2	-2
CSc1cccc(NC(=O)c2ccco2)c1	33	7	10	-1	4.8	2	2	-4	-13
CCOC(=O)c1c2n(c3ccc(OC(C)=O)cc13)CCC2	6	-2	1	-3	-0.3	9	0	0	-7
CC(C)C(=O)Nc1ccc(-c2nc3ccccc3c(=O)o2)cc1	-24	8	0	7	-0.2	-2	-2	0	-44
Cc1noc(/C=C/N(C)C)c1S(=O)(=O)N1CCCC(C(=O)NCc2ccccc2Cl)C1 (centres undefined)	-16	-7	11	12	-0.7	7	-7	0	22
COc1ccc(S(=O)(=O)c2nnn(-c3ccccc3Cl)c2N)cc1	-4	-6	9	5	0.4	-10	-7	3	-11
O=C(NNC(=S)NC(=O)c1cccc([N+](=O)[O-])c1)c1ccc(O)cc1	0	4	-2	2	0.2	1	1	-1	1
Cn1nc(C(F)(F)F)c(C#N)c1N1CCN(c2ccccn2)CC1	-10	-3	4	-9	2.6	20	13	3	11
O=C(CN1CCC(Cc2ccccc2)CC1)NC(=O)NC1CCCCC1	-47	-3	-1	-14	-2.9	23	2	2	9
CCc1cc2c(=O)c(-c3nc4ccccc4[nH]3)coc2c(CN2CCCCC2)c1O	-4	-11	2	7	-0.8	1	-7	3	-8
Cc1onc(-c2ccccc2Cl)c1C(=O)N1CCCc2ccccc21	-1	-2	6	9	-0.1	9	-6	-3	8
Cc1c(CCC(=O)NCCC(=O)O)c(=O)oc2c(C)c3oc4c(c3cc12)CCCC4	6	3	-2	2	-1.7	-3	2	-4	18
O=C(COc1ccc([N+](=O)[O-])cc1)N(Cc1ccccc1)Cc1ccccc1	18	-2	0	5	-0.9	12	-9	0	14
Nc1nc(CN2CCN(Cc3ccc4c(c3)OCO4)CC2)nc(Nc2ccccc2)n1	-11	-7	2	-6	-1.2	6	0	-1	-2
COc1ccc(NC(=O)C2Cc3c(-c4ccc(NC(C)=O)cc4)ccnc3O2)cc1 (centres undefined)	x	-5	3	7	x	3	0	1	-14
CCC(=O)Nc1cc(-c2nn(C)c(=O)c3ccccc23)ccc1N1CCOCC1	40	3	4	-1	-3.8	15	-1	-3	5
CN1CCN(C(=O)c2cc3c(=O)n4ccccc4nc3s2)CC1	4	0	2	9	-1.3	14	0	-3	0
C=CCN1C(=O)C(CC(=O)Nc2ccc(OCCC)cc2)N(CCCN2CCN(Cc3ccccc3)CC2)C1=S (centres undefined)	-2	-22	23	10	-1.2	0	-3	-1	38
N#Cc1cc([N+](=O)[O-])c(-n2nnc3ccccc32)c([N+](=O)[O-])c1	21	10	x	11	-3.0	8	17	-4	x
C[C@H]1CN([C@@H](C)CO)C(=O)Cc2cc(NC(=O)C3CC3)ccc2O[C@H]1CN(C)Cc1ccc(Oc2ccccc2)cc1	-4	-4	15	9	0.0	4	-4	1	45
O=c1oc2cc(O)ccc2cc1-c1ccccc1	-3	0	-4	-6	1.9	17	5	1	-6
COc1ccc(/C(CC2OC(=O)c3ccccc32)=N\NC(N)=O)cc1 (centres undefined)	-11	5	7	1	-2.2	17	0	-1	-14
Cc1nn(C(C)C(=O)N2CCc3ccccc3C2)c(=O)c2cc3occc3n12 (centres undefined)	-5	1	12	2	0.4	2	-6	-1	-18
O=C(Nc1cc(S(=O)(=O)N2CCOCC2)ccc1N1CCOCC1)c1cccc(Cl)c1	14	-2	3	10	-0.8	-13	-3	2	-10
CC1CC(C)CN(S(=O)(=O)N2CCC(C(=O)NCCC3=CCCCC3)CC2)C1 (centres undefined)	-4	2	2	1	0.2	13	12	0	-2
COc1ccc(CC(=O)N2CCc3cc(OC)c(OC)cc3C2)cc1	6	0	0	3	1.2	-7	-8	-2	-3
CC1CN(C(=S)Nc2cccc([N+](=O)[O-])c2)CC(C)O1 (centres undefined)	3	4	18	-5	1.0	-3	1	-2	-10
COc1ccc(-c2cc(NCCc3ccncc3)n3ncnc3n2)cc1	-4	2	1	4	-1.0	-5	3	-6	-8
COc1c2ccoc2nc2c(OC)c(OCC(OC(C)=O)C(C)(C)O)ccc12 (centres undefined)	1	3	1	3	2.3	-12	-3	2	0
COc1ccc(C(=O)CN2C(=O)COc3ccccc32)cc1	21	-4	5	8	0.8	19	7	-4	8
Cc1ccc(NC(=O)C2CCN(S(=O)(=O)c3ccc4c(c3)C(C)(C)C(=O)N4C)CC2)c(C)c1	11	1	3	4	-0.1	-14	-4	-2	2
CC(C)C(=O)Nc1ccc(Nc2ccccc2)cc1	6	3	6	0	-1.9	12	0	-4	2
CCOc1ccccc1C(=O)OCC(=O)NCCc1ccc(OC)cc1	1	-3	0	11	-0.6	-4	-4	-2	7
Cc1ccc(NS(=O)(=O)Cc2ccccc2)nc1	43	12	6	5	-0.6	2	-1	0	-11
CCOC(=O)N1CCN(C(=O)c2cc3ccccc3o2)CC1	11	2	14	9	0.0	19	0	-1	-21
C=CCn1c(SCC(=O)NCc2ccc3c(c2)OCO3)nnc1C1COc2ccccc2O1 (centres undefined)	-12	1	3	-5	-1.0	10	-2	-1	-14
Cc1ccc(C(=O)CC(SCC(=O)O)c2ccc([N+](=O)[O-])cc2)cc1 (centres undefined)	13	11	1	-11	-1.9	16	1	-4	1
Cc1cc(Cl)ccc1OCC(=O)N1CCCN(C(=O)COc2ccc(Cl)cc2C)CC1	9	-5	6	10	0.5	6	-5	3	-6
Cn1c(=NC(=O)CS(=O)(=O)c2ccccc2)sc2cc(F)ccc21	0	-1	5	4	-1.8	3	-4	-2	-19
O=C(c1ccc(S(=O)(=O)N2CCCC2)cc1)N1CCN(c2ccccc2F)CC1	7	-4	-1	-3	-2.8	19	-1	-3	-32
COc1cc(OC)c(N(C)S(=O)(=O)c2cccc(C(=O)Nc3nnc(C4CC4)s3)c2)cc1Cl	-21	2	5	3	0.7	12	0	4	-6
Nc1nc(SCC(=O)NCc2ccccc2)n[nH]1	31	3	9	-1	-2.1	29	3	-2	-16
OC(c1ccccc1)c1ncc(-c2ccc(Oc3ccccc3)cc2)[nH]1 (centres undefined)	x	1	2	4	x	-13	-7	0	15
O=C(Nc1cccn2ncnc12)c1cccc(C(F)(F)F)c1	2	-2	4	10	1.9	-6	5	2	1
NC(=S)NN=C1Cc2cccc3cccc1c23	7	4	7	9	-4.3	16	2	1	5
CC1(C)C2CC[C@]3(C)C(CC=C4[C@@H]5C[C@@](C)(CO)CC[C@]5(C(=O)O)CC[C@]43C)[C@@]2(C)CC[C@@H]1O (some centres undefined)	-2	-15	1	5	1.5	-10	-10	0	12
Cc1cccc(-c2nnc(-c3ccc4ccccc4c3)o2)c1	-7	-1	2	3	5.0	9	10	0	9
COc1ccc(-c2c3c(=O)n(C)c(=O)n(C)c3cn2Cc2ccccn2)cc1	5	1	-2	9	-3.5	16	-5	0	9
O=C(O)CC12C[C@H]3C[C@@H](C1)CC(n1ncc(N4CCN(c5ccccc5)CC4)c(Cl)c1=O)(C3)C2	-3	-3	2	9	8.5	-10	-3	0	5
COc1ccc(Nc2nc(C(C)(C)C)nc3c2nnn3Cc2ccccc2Cl)cc1OC	31	4	2	1	-0.9	19	-3	-1	-14
COc1ccc(CC(=O)NC2CCSc3ccccc32)c(OC)c1 (centres undefined)	17	-4	3	18	-1.5	-12	-1	-4	2
COc1cc(C(=O)N2CCN(c3cc(Cl)ccc3Cl)CC2)cc(OC)c1OC	-22	6	0	-6	-0.8	22	2	0	-1
Cc1cccc([N+](=O)[O-])c1NC(=O)COC(=O)c1nc2nccc(C)n2n1	5	5	-3	15	0.1	-1	-7	1	12
CC(C)(C)c1cnnn1-c1ccc(NC(=O)c2ccc(Br)o2)cc1	-38	-9	7	7	0.3	5	-7	-2	58*
